Screening data from PubChem.
bCat nuc transl – modulators of beta-catenin nuclear translocation | hit rate 0.3% among 190,000 | AID 1665 | HeLa beta-catenin nuclear translocation, immunofluorescence imaging | nuclear translocation activity, % at 5 µM;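 active = nuclear translocation activity above 50% at 5 µM, with a well cell count of 50 or more; inconclusive = wells under 50 cells across six images, flagged as toxic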;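 also: per-cell ratio of nuclear to cytoplasmic median beta-catenin stain intensity; plate controls were DMSO negative control for no effect and GSK-3 inhibitor IX positive control for full effect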
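Test system: human HeLa cell line; Doses: 5 µM primary, 0.02–20 µM confirmation; Incubation: 24 h compound exposure, 37°C; Detection: beta-catenin immunofluorescence imaging with DAPI; Read-out: beta-catenin nuclear/cytoplasmic ratio, % activation.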
WT yeast gro inh – growth inhibition of WT yeast, mitochondrial fusion screen; hit rate 2.1% among 190,000; mitochondrial fusion phenotypic screen, WT strain; inhibition, % at 10 µM; in the data active = inhibition above about 58%; tested in S. cerevisiae
RSV CPE inhibition – inhibition of RSV-induced cytopathic effect – HEp-2 cells, primary 10 µM value included (AID 2391); HEp-2 cells, RSV-induced CPE inhibition; higher % means a stronger effect; CPE inhibition, % at 10 µM, or IC50 in µM where a hit was titrated; hit rate 0.13% among 310,000; in the data active = a potency from the dose series; inconclusive = CPE inhibition mostly from about 23% at the one dose, without a potency; inactive = the rest, 99 in 100 with CPE inhibition below about 21%; also: strong numbers were not always called active
Myeloid diff 2 – promotes myeloid progenitor differentiation; hit rate 1% among 360,000; ER-HoxA9 myeloid progenitors, lysozyme-GFP differentiation, flow cytometry; AID 624256; calls only at 10 µM;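 active = normalized GFP-positive differentiation at or above the plate's own cutoff, the solvent-only control mean plus 3 SD; inconclusive = no clear call, values can overlap the other calls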;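 also: cells exposed to compound for four days before flow analysis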
West Nile antiviral – West Nile virus antiviral activity, cell-based, CPE readout (AID 1621); West Nile virus-infected cells, CPE inhibition; higher % means a stronger effect; one-dose CPE inhibition, % at 10 µM; IC50 in µM for titrated hits; hit rate 0.02% among 290,000; in the data active = a potency from the dose series; inconclusive = CPE inhibition mostly from about 3.7% at the one dose, without a potency; inactive = the rest, 99 in 100 with CPE inhibition below about 2.2%; also: strong numbers were not always called active
T cell HTS – T cell immune modulation candidate | 2C CD8+ T cell-vesicle binding, flow cytometry; stronger effect = lower value | AID 2052 | hit rate 0.068% among 330,000 | calls only at 7 µM;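 active = response, share of CD8 T cells binding vesicles, and their 90th percentile fluorescence all below set limits, cut at about 80% in these data, passing the limit was not always enough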
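Benchmarks: naked versus QL9-loaded vesicles / Assay system: purified 2C TCR transgenic mouse naive CD8+ T cells / Technique: high-throughput flow cytometry with anti-B7-1 and anti-CD8 staining / Timing: Cell–vesicle co-incubation 1.5 h at 37 °C, staining 20 min on ice / Read-out: percent CD8+ FL2 mean versus row control / Probe or stimulus: QL9-loaded Drosophila micro-vesicles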
Salmonella PhoP GFP – inhibitors of PhoP regulon expression, primary screen, Salmonella Typhimurium, GFP reporter (AID 1863); S. Typhimurium PhoP-regulated promoter GFP reporter, 4 h; higher % means a stronger effect; inhibition, % at 50 µM; hits with a dose series show IC50 in µM; hit rate 0.16% among 300,000;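 active = inhibition over 29.93%, a cutoff 3 SD above the screen mean, later confirmed by dose response; inconclusive = inhibition over 29.93% but no dose response follow-up; inactive = inhibition at most 29.93% or unconfirmed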;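 also: 0% = low Mg2+ inducing control and 100% = high Mg2+ repressing control; strong numbers were not always called active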
SV40 large T antigen – SV40 large T antigen inhibitors, biochemical (AID 1903); SV40 large T antigen ATPase/helicase inhibition assay; higher % means a stronger effect; hit rate 0.39% among 310,000; inhibition, % at 20 µM, or IC50 in µM where a hit was titrated; in the data active = a potency from the dose series; inconclusive = inhibition mostly from about 32% at the one dose, without a potency; inactive = the rest, 99 in 100 with inhibition below about 32%; also: strong numbers were not always called active
MgcRacGAP inhibition – MgcRacGAP GTPase-activating activity inhibitors, confirmation, biochemical, ADP Hunter fluorescence; MgcRacGAP-stimulated Rac1 GTP hydrolysis, ADP Hunter fluorescence; higher % means a stronger effect; GST-tagged Rac1 F28L mutant substrate; inhibition, % at 30 µM, or IC50 in µM where a hit was titrated; hit rate 0.6% among 340,000; AID 624330;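 active = first-screen hits whose inhibition reached a set limit at any dose in the follow-up dose series; inconclusive = inhibition above the set first-screen limit but never retested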;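 also: fluorescence reports GDP produced by GAP-driven GTP hydrolysis; strong numbers were not always called active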
WT yeast gro inh mutant strain – further read-out of WT yeast gro inh, marked with its call; inhibition, %; mitochondrial fusion phenotypic screen, mutant strain inhibition
bCat nuc transl cell count 5 µM – second read-out of bCat nuc transl, no call of its own (marks repeat the call); cell count; measured here: cell count, cytotoxicity flag
T cell HTS vesicle-bound % – also measured in T cell HTS; calls as there; double positive events, %; measured here: CD8+ vesicle-bound cell fraction;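 binding gate set so that unloaded-vesicle control wells show 10% double positive cells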
Myeloid diff 2 GFP+ MAC1+ % – further read-out of Myeloid diff 2, marked with its call; GFP+ MAC1+ double positive, %; measured here: differentiation confirmed by MAC1 staining
* marks the source's active call; other numbers are inactive results; i = inactive; ? = inconclusive; / = not tested or not shown.

SMILES	bCat nuc transl	bCat nuc transl cell count 5 µM	WT yeast gro inh	WT yeast gro inh mutant strain	RSV CPE inhibition	Myeloid diff 2	Myeloid diff 2 GFP+ MAC1+ %	West Nile antiviral	T cell HTS	T cell HTS vesicle-bound %	Salmonella PhoP GFP	SV40 large T antigen	MgcRacGAP inhibition
Cc1cc(C)c(Nc2ncnc(N)n2)c(C)c1	-1.1	1247	/	/	3.2%	i	1.2	0.1%	i	27	3%	9%	10%
O=C(c1ccc(Br)o1)N1CCN(c2ccc3nnc(-c4ccccc4)n3n2)CC1	-2.0	1106	-1	-2	49µM*	i	2.8	0.3%	i	16	-3%	9%	2%
Cc1oc(-c2ccc3c(c2)OCCO3)cc1C(=O)NCC(=O)O	-0.1	1601	-1	13	0.7%	i	0.4	-0.6%	i	36	5%	9%	7%
CCOC(=O)c1c(-c2ccccc2)c(C(C)=O)c(=O)n(C)c1C	/	/	14	0	2.4%	i	1.4	-0.1%	i	45	3%	7%	10%
Cc1cccc(-c2cc(C(=O)Nc3sc(C)c(C)c3C(N)=O)c3ccccc3n2)c1	-0.5	1319	-5	-14	2.0%	i	0.7	/	i	16	5%	3%	0%
Cc1ccc(-c2nc(CS(=O)CC(=O)NC3CC3)c(C)o2)cc1 (centres undefined)	/	/	/	/	0.5%	i	7.3	-0.3%	i	39	-12%	22%	14%
N#CCCN(C(=O)COC(=O)COc1ccc(Cl)cc1)c1ccccc1	2.5	1071	7	-19	-0.3%	i	0.1	-0.5%	i	33	2%	2%	9%
CN(C)c1ccc(C2OC(=O)C3(CCCC3)C(=O)C2(C)C)cc1 (centres undefined)	-2.7	1210	16	22	-0.6%	i	5.3	-0.8%	i	10	1%	1%	3%
CCc1ccc(C2C(C(=O)O)c3ccccc3C(=O)N2C)cc1 (centres undefined)	-3.2	1135	-18	-7	0.1%	i	6.5	1.0%	i	70	-8%	2%	4%
CCc1ccc(N(C(=O)c2snc(C(N)=O)c2N)C(C(=O)NCC2CCCO2)c2cccs2)cc1 (centres undefined)	-2.6	1056	6	-7	2.0%	i	0.5	-1.1%	i	32	4%	10%	4%
CCC(=O)c1ccc(OCC(=O)N2CCCC2)c(OC)c1	0.8	1512	-10	-10	2.8%	i	0.4	0.6%	i	7	0%	16%	2%
COc1ccc(CNC(=O)c2ccc(N3CCC4(CC3)CC(c3ccc(Cl)cc3)=NO4)c(NC(=O)c3ccccc3)c2)cc1	/	/	/	/	0.7%	i	5.0	3.4%	i	57	11%	13%	9%
Cc1[nH]cc(Br)c(=O)c1Oc1ncc(C(F)(F)F)cc1Cl	-2.8	1122	-3	3	3.0%	i	0.6	/	i	58	9%	11%	7%
CCOC(=O)c1nnn(-c2nonc2N)c1CN(CC)c1ccccc1	-2.3	1223	1	10	-0.3%	i	1.8	-0.1%	i	14	-2%	9%	6%
CN(C)S(=O)(=O)c1ccc(-c2csc(N/N=C/c3ccc(O)cc3)n2)cc1	1.4	1275	/	/	-3.6%	i	1.2	3.3%	i	22	-6%	10%	19%
CSCCC(NC(=O)COc1ccccc1)C(=O)N(C)Cc1cccc(F)c1 (centres undefined)	/	/	/	/	1.1%	i	1.6	/	i	40	/	/	5%
Cc1ccc(CSCCC(=O)NCCC2=CCCCC2)cc1	1.9	1042	13	1	2.1%	i	0.6	-0.5%	i	46	12%	28%	1%
Cc1cc(C)c2nc(/N=C(\N)NC(=O)Nc3ccccc3)nc(C)c2c1	3.0	424	58*	55*	11%	i	2.6	0.1%	i	67	-16%	12%	5%
CCN(CC)CCCNc1nc2ccccc2c2nc(-c3ccncc3)nn12	/	/	/	/	-1.3%	i	0.4	1.0%	i	32	/	16%	16%
CS(=O)(=O)Nc1ccc(C2=NN(C(=O)c3ccco3)C(c3ccc(F)cc3)C2)cc1 (centres undefined)	-0.9	1098	10	10	-0.2%	i	0.6	0.0%	i	56	-7%	5%	6%

Continued (5 carried over from the part before).
SMILES	bCat nuc transl	bCat nuc transl cell count 5 µM	WT yeast gro inh	WT yeast gro inh mutant strain	RSV CPE inhibition	Myeloid diff 2	Myeloid diff 2 GFP+ MAC1+ %	West Nile antiviral	T cell HTS	T cell HTS vesicle-bound %	Salmonella PhoP GFP	SV40 large T antigen	MgcRacGAP inhibition
CSCCC(NC(=O)COc1ccccc1)C(=O)N(C)Cc1cccc(F)c1 (centres undefined)	/	/	/	/	1.1%	i	1.6	/	i	40	/	/	5%
Cc1ccc(CSCCC(=O)NCCC2=CCCCC2)cc1	1.9	1042	13	1	2.1%	i	0.6	-0.5%	i	46	12%	28%	1%
Cc1cc(C)c2nc(/N=C(\N)NC(=O)Nc3ccccc3)nc(C)c2c1	3.0	424	58*	55*	11%	i	2.6	0.1%	i	67	-16%	12%	5%
CCN(CC)CCCNc1nc2ccccc2c2nc(-c3ccncc3)nn12	/	/	/	/	-1.3%	i	0.4	1.0%	i	32	/	16%	16%
CS(=O)(=O)Nc1ccc(C2=NN(C(=O)c3ccco3)C(c3ccc(F)cc3)C2)cc1 (centres undefined)	-0.9	1098	10	10	-0.2%	i	0.6	0.0%	i	56	-7%	5%	6%
Cc1ccc(S(=O)(=O)N/N=c2\oc3ccccc3cc2C(=O)Nc2cccc(C)c2)cc1	-0.2	953	-17	-5	2.5%	/	/	-0.4%	i	52	-4%	6%	/
O=CN(/C=C1\Sc2ccccc2C1=O)Cc1ccccc1	-2.0	1166	11	7	0.0%	i	0.5	-0.5%	i	9	-12%	6%	10%
CCS(=O)(=O)N1CCC(NC(=O)C(Cc2ccc(OC)c(OC)c2)NC(C)=O)CC1 (centres undefined)	/	/	/	/	-0.3%	i	0.9	-0.3%	i	58	-6%	2%	4%
Cc1c(Cl)cccc1-n1c(SCC(=O)NCc2ccccc2Cl)nnc1-c1ccncc1	0.9	1273	-30	-4	-1.2%	i	8.2	-0.4%	i	31	8%	15%	8%
N#Cc1cc(N)ccc1Sc1ccc(Cl)cc1	0.6	1358	9	6	3.2%	i	0.8	0.3%	i	53	9%	9%	10%
CCN(CC)CCCNC(=O)Cn1nc(-c2ccccc2)ccc1=O	-0.1	1359	-11	27	-2.1%	i	1.3	0.1%	i	30	-2%	14%	7%
C[C@H](NS(=O)(=O)c1ccccc1F)C(=O)OCC(=O)N1CCc2ccccc21	-3.1	1228	-8	1	13%	i	1.3	0.0%	i	49	3%	7%	6%
O=C(c1ccco1)N1CCN(c2ccc(F)cc2)CC1	0.5	1587	15	-15	0.1%	i	0.2	-0.1%	i	58	-1%	-3%	4%
Cc1ccc(N/C(N)=N/c2nc(C)cc(C)n2)cc1	3.1	536	2	-6	2.3%	i	2.4	-1.1%	i	48	15%	25%	7%
CCCCn1c(N)c(N(CC)C(=O)c2ccc(N3CCCC3=O)cc2)c(=O)[nH]c1=O	/	/	/	/	-1.7%	i	0.5	/	i	7	-1%	7%	-3%
C=CCn1c(N)c(C(=O)Nc2ccc(C)c(C)c2)c2nc3ccccc3nc21	-0.5	1388	-12	-11	6.9%	i	1.1	0.1%	i	33	12%	-10%	6%
O=c1[nH]c(CSc2ccccn2)nc2c1oc1ccccc12	-0.8	913	21	6	6.5%	i	0.6	0.1%	i	57	-3%	-1%	2%
CC1CCc2c(sc3ncnc(N4CCOCC4)c23)C1 (centres undefined)	0.7	995	14	11	1.3%	i	2.4	1.2%	i	17	-1%	2%	7%
O=C(NCc1ccco1)c1ccc(Cl)s1	-2.6	1106	4	11	1.3%	i	0.3	-0.4%	i	54	-9%	26%	7%
CSc1nc2ccc(NS(=O)(=O)c3cccc(Cl)c3Cl)cc2s1	6.6	1016	81*	52*	7.9%	i	0.7	0.3%	i	30	-3%	7%	2%
CN(Cc1cn(-c2ccccc2)nc1-c1ccc2c(c1)OCO2)Cc1nccn1C	0.2	1100	14	-1	-1.4%	i	0.7	-1.2%	i	4	-8%	-3%	0%
COC(=O)Cc1cn(-c2ncc(C(F)(F)F)cc2Cl)c2ccccc12	/	/	84*	82*	1.7%	i	0.6	-0.4%	i	58	15%	0%	4%
O=C(Cn1cc(/C=C\[N+](=O)[O-])c2ccccc21)Nc1ccccc1	-1.4	1338	/	/	14%	i	0.5	0.1%	i	30	-1%	12%	11%
COc1ccc(N(C)C(=O)Nc2ccc3c(c2)nnn3C)cc1	-2.8	1223	3	2	-0.2%	i	12	-0.6%	i	25	4%	6%	-2%
COC(=O)CSc1nc2sccc2c(=O)n1-c1ccccc1	/	/	/	/	1.4%	i	0.6	1.0%	i	16	-1%	9%	5%
Cc1ccc(N/N=C2\CC(=O)c3ccccc32)cc1Cl	3.4	943	40	22	?	/	/	0.5%	i	45	-2%	10%	/
COc1ccc(C2c3ccc(O)cc3Oc3ncn(Cc4ccco4)c(=N)c32)cc1OC (centres undefined)	2.2	1265	/	/	0.9%	i	0.0	0.0%	i	58	-5%	31%	8%
COc1ccc(CN2CCN(Cc3ccc4ccccc4c3)CC2)cc1OC	/	/	/	/	8.0%	i	0.7	-1.3%	i	22	-1%	12%	76µM*
CNC(=O)CN(C1CCCCC1)S(=O)(=O)c1ccc(OC)c(Cl)c1	0.0	1086	2	0	-0.1%	i	0.8	-0.4%	i	12	-11%	12%	8%
O=C(CSc1nnnn1-c1ccc2c(c1)OCO2)NCc1ccccc1	/	/	14	25	-0.5%	i	7.7	-0.1%	i	47	-8%	5%	7%
NC(=O)C1CCN(C(=O)c2ccco2)CC1	-0.8	536	0	1	0.9%	i	6.7	-0.3%	i	33	21%	-29%	4%
